# Screening results: PubChem BioAssay, The Scripps Research Institute Molecular Screening Center
# MBD2 inh – inhibitors of human MBD2 binding to methylated oligonucleotide; actives 0.31% (n = 370,000); TR-FRET; inhibition, % at 4.4 µM; AID 686964; in the data active = inhibition above about 13%
# PLC-beta3 inh – PLC-beta3 (human) inhibition, primary screen | inhibition, % at 12.2 µM | actives 0.18% (n = 370,000) | Q01970 | Purified PLC-beta3, fluorogenic substrate, fluorescence; in the data active = inhibition above about 11%;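 also: 0% = median of compound wells on plate and 100% = full blocker control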
# Tn7 DDE FP – DD(E)-Tn7 binding inhibition, primary FP screen. FP displacement of FITC-Tn7 peptide from fibrin DD(E); 0% = median of compound wells per plate. inhibition, % at 8.3 µM. actives 0.13% (n = 370,000);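 active = inhibition above the mean of compounds falling within the control limits plus 3 SD of them, cut at about 14% in these data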;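 also: 0% = plate median of compound wells and 100% = 10 µM Aha-Tn7 peptide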
#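 System: human fibrin DD(E); quantity: Fibrin-DD(E) at 2 µM final; also added: fluorescent Tn7 probe at 0.1 µM; compound dosing: single nominal test concentration of 8.3 µM per compound; schedule: 10 min preincubation, 3 h with tracer, room temperature; detection: fluorescence polarization of the labelled Tn7 tracer; repeats: one replicate per compound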
# ARFGAP1 inh – rat ARFGAP1 inhibition; Q62848; inhibition, % at 16.5 µM; Arfgap1-stimulated ARF1 GTP hydrolysis, GDP FP detection; AID 651572; actives 0.26% (n = 360,000);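 active = inhibition above a per-plate limit, mean inhibition of low control wells plus 3 SD, cut at about 25% in these data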;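 also: 0% = DMSO wells with enzyme and 100% = wells lacking Arfgap1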
# Target sequence (Q62848 1-136 limits assumed): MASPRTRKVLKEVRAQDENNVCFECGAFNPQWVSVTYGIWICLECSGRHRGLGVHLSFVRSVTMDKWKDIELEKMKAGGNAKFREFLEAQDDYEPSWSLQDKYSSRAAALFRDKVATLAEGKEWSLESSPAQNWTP
#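 Repeats: one replicate per compound; assay system: rat Arfgap1 catalytic domain, aa 1-136; times: enzyme reaction 120 min at 25 °C after 20 min preincubation; detection: FP of antibody-bound GDP Alexa 633 tracer, ex 620/em 688 nm; benchmarks: high control wells lacking Arfgap1, low control full reaction with DMSO; reagent: human ARF1(Δ1-17)-GTP substrate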
# UHRF1 binding – UHRF1 methyl-DNA binding inhibition; Q96T88; UHRF1 binding to methylated oligo, TR-FRET; inhibition, % at 4.4 µM; actives 0.75% (n = 370,000); in the data active = inhibition above about 21%;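 also: UHRF1 SRA domain binding a hemimethylated CpG hairpin DNA probe; 0% = median of test compound wells and 100% = reference inhibitor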
# Target sequence (Q96T88 whole entry, looked up, the tested form may be a part): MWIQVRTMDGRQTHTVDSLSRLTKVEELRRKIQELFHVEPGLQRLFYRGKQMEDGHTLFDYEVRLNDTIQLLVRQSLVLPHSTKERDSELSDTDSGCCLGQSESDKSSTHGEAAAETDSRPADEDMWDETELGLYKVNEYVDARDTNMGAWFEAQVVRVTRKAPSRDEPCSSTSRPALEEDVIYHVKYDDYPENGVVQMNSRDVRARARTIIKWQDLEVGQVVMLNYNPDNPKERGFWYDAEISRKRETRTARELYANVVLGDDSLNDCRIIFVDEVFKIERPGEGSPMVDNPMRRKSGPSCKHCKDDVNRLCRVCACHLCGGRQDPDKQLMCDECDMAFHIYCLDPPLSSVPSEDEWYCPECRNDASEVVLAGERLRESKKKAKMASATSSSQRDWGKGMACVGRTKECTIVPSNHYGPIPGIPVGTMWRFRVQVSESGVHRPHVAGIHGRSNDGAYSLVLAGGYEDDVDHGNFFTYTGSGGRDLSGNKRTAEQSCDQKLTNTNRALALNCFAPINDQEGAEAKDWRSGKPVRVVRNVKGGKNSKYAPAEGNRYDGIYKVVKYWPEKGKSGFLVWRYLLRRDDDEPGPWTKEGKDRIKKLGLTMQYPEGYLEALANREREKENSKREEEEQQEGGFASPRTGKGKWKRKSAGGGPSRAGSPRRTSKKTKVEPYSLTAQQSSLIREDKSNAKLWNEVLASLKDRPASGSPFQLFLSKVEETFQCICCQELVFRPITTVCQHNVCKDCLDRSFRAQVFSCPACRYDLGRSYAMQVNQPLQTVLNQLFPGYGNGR
# ASAP1 GAP inh – ASAP1 ArfGAP inhibition | Q9ULH1 | ASAP1-stimulated ARF1 GTP hydrolysis, GDP FP detection | inhibition, % at 16.5 µM | actives 0.19% (n = 360,000) | AID 624377; in the data active = inhibition above about 25%;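 also: 0% = vehicle with enzyme and substrate and 100% = no enzyme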
# PLC-gamma1 inh – blocks human PLC-gamma1 enzyme activity; purified PLC-gamma1, fluorogenic substrate, fluorescence; inhibition, % at 12.2 µM; actives 0.84% (n = 370,000); AID 720700; in the data active = inhibition above about 9.5%
# proKLK7 act – activators of human kallikrein-7 zymogen; actives 0.9% (n = 370,000); purified proKLK7, EDANS-DABCYL substrate fluorescence; 100% is mature enzyme control, 0% vehicle; P49862; activation, % at 7 µM;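 active = activation above the mean of all tested compounds plus 3 SD, computed per campaign excluding outliers beyond control limits, cut at about 13% in these data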
# ADAM17 inh – inhibitors of human ADAM17; P78536; inhibition, % at 6.95 µM; actives 0.83% (n = 370,000); recombinant ADAM17, EDANS/DABCYL FRET peptide cleavage; AID 720648;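 active = inhibition above the mean of compounds lying between control limits plus 3 SD, set per campaign, cut at about 8.5% in these data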;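 also: 0% = DMSO-only wells as the low control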
# Tn6 DDE FP – inhibitors of Tn6 peptide binding to human fibrin DD(E); P02675; Fibrin DD(E) TRITC-Tn6 fluorescence polarization displacement; inhibition, % at 8.3 µM; actives 0.21% (n = 370,000); AID 720509;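 active = inhibition above a per-campaign cutoff: mean of compounds within control limits plus 3 SD, cut at about 15% in these data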;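 also: 0% = median of all compound wells on the plate and 100% = blocking peptide control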
# Active calls of the source: *; i = inactive.
MBD2 inh	PLC-beta3 inh	Tn7 DDE FP	ARFGAP1 inh	UHRF1 binding	ASAP1 GAP inh	mol	PLC-gamma1 inh	proKLK7 act	ADAM17 inh	Tn6 DDE FP
-5.8	-0.7	1.1	-4.6	-1.8	-5.9	CCOC(=O)C1=C(c2ccccc2)OC(N)=C(C#N)C1C(C)C (stereo unspecified)	0.9	-0.6	-2.7	7.2
2.2	-2.8	7.6	5.3	-0.1	-1.8	Cc1onc(-c2ccccc2Cl)c1C(=O)N(Cc1ccccc1)C(C)C	1.5	-0.1	-2.3	5.7
-4.4	-21.0	-2.9	19.5	-0.6	16.9	CN(/N=C/c1ccc(O)cc1O)c1ncc(C(F)(F)F)cc1Cl	-12.7	-0.6	1.5	-1.8
2.1	0.3	-7.5	3.1	-2.1	11.5	COCc1cccc(-c2csc(C(O)c3ccc(F)cc3)n2)c1 (stereo unspecified)	1.2	-1.1	2.6	-4.9
6.4	-3.4	3.0	13.9	8.3	-20.6	Cc1ccc(OCC(=O)N(C)CC(=O)NCc2ccco2)c(Br)c1	-8.5	-0.4	-5.2	2.7
3.0	-4.5	-0.3	5.0	-0.4	5.1	COc1ccc(Cl)cc1NC(=O)Nc1ccccc1SC	2.5	-0.1	-4.7	1.5
-4.2	-7.9	6.9	-14.2	-1.2	1.4	COC(=O)CSc1ncc(C#N)c(N)n1	-6.3	1.1	-9.0	2.1
1.8	-10.3	5.0	6.1	-1.6	9.2	Cc1ccc(Nc2nc(C)cc(C)c2C#N)c(C)c1	-7.7	0.7	-3.4	4.2
1.3	-2.3	1.8	-5.3	-2.1	-3.8	O=C(c1cccc(S(=O)(=O)NCc2ccccc2)c1)N1CCN(Cc2ccccc2)CC1	1.1	0.7	-3.8	8.2
7.2	-1.3	2.0	8.2	6.8	7.8	COCCNC(=O)C1(C)Cc2c(-c3cccc(NC(C)=O)c3)ccnc2O1 (stereo unspecified)	3.0	0.3	-0.5	-4.5
0.8	-1.0	-1.8	-6.9	-1.2	5.3	O=C(Nc1cccc(-c2nnc(-c3ccccc3)o2)c1)c1ccc(Br)o1	0.3	0.1	-2.5	-2.1
-4.8	-2.5	-1.4	-1.9	-1.3	-2.0	O=C(CN(C(=O)c1csnn1)c1ccccc1F)NC1CCCCC1	0.7	0.1	-0.4	-7.3
-4.9	1.5	-5.2	-1.1	-0.1	-10.0	CCOC(=O)C1(Cc2ccc(O)cc2)NC(c2ccco2)C2C(=O)N(c3ccccc3F)C(=O)C21 (stereo unspecified)	2.6	0.7	-2.3	5.3
3.4	-209.8	1.9	12.1	-2.6	4.2	O=C(N/N=C/c1sc(N2CCOCC2)nc1-c1ccccc1)c1ccc(O)cc1	-205.4	7.1	-39.8	-14.3
-5.5	-6.4	-2.3	-1.5	-0.3	-0.2	COCCn1c(N)c(N(Cc2ccccc2)C(=O)COc2ccc(F)cc2Cl)c(=O)[nH]c1=O	-0.1	0.4	-3.6	-7.8
-0.8	i	8.9	-7.7	-0.2	-7.2	CNc1oc(-c2cccc3ccccc23)nc1C#N	i	-13.0	i	4.0
0.3	-7.1	-0.4	3.9	-0.4	4.9	COc1ccc(CCNC(=O)C2CCCN(S(=O)(=O)c3ccccc3)C2)cc1 (stereo unspecified)	0.7	0.8	3.5	-1.1
-5.5	2.3	8.9	-2.4	-0.9	-19.5	Cc1cc(Cl)c(S(=O)(=O)NC(C)C)cc1OCC(N)=O	2.3	0.0	-1.6	1.4
-1.1	-8.4	-1.9	-6.3	-0.4	3.8	C/C(=N/NS(=O)(=O)c1cc(C)ccc1C)c1ccc2c(c1)OCO2	0.3	0.6	-4.0	8.6
6.6	-6.9	-4.9	-0.1	-0.5	3.6	CCc1cccc(C)c1NC(=O)N(C)C1CCCCC1	0.4	0.0	-1.9	-3.4
2.2	-4.7	8.1	6.1	-1.4	-5.1	COc1ccc(NC(=O)COC(=O)COc2cccc3c2OC(C)(C)C3)cc1	0.5	0.0	-1.7	3.6
-0.6	-1.8	7.2	-4.7	-5.9	5.0	CCOC(=O)c1sc(NCC2CCCO2)nc1C (stereo unspecified)	-1.5	-0.8	-3.2	3.6
-0.6	-5.3	-4.9	2.3	1.3	0.5	O=C(/C=C/c1ccccc1)N(Cc1cccs1)C1CCS(=O)(=O)C1 (stereo unspecified)	0.9	0.2	-3.3	-5.9
0.3	2.8	1.5	11.6	1.1	13.4	O=C(NCc1ccccc1)c1ccc(NC(=O)C2CCCC2)cc1	0.7	-0.6	-4.1	-5.3
4.0	0.9	4.5	-12.9	0.8	-14.5	Nc1nnnn1CC(=O)N/N=C/c1cccs1	1.1	-0.1	-5.6	-3.7

# Further records
MBD2 inh	PLC-beta3 inh	Tn7 DDE FP	ARFGAP1 inh	UHRF1 binding	ASAP1 GAP inh	mol	PLC-gamma1 inh	proKLK7 act	ADAM17 inh	Tn6 DDE FP
-3.2	-2.1	-6.0	5.1	3.4	6.6	CCc1cccc(CC)c1NC(=O)CNCc1cccs1	-1.0	-0.1	0.3	2.0
0.2	0.1	0.1	0.3	0.7	-0.4	O=C(Oc1cccc2cccnc12)c1ccc2c(c1)OCCO2	-1.1	0.6	-3.6	-0.8
-0.9	2.5	-9.6	4.3	4.8	8.6	Cc1cccc(C(=O)NNC(=O)C2CCN(C(=O)OC(C)(C)C)CC2)c1	9.8*	0.3	1.1	-2.7
-5.5	0.3	-4.1	-2.8	1.4	-6.7	CN1CCN(C=NC2=NN(c3cccc(C(F)(F)F)c3)CC2)CC1	-1.9	-0.3	1.6	4.6
0.8	-31.8	7.6	-2.0	1.9	0.0	CC(C)NC(=O)N(C)C[C@H]1OCCCC[C@@H](C)Oc2ccc(N(C)C)cc2C(=O)N([C@H](C)CO)C[C@@H]1C	-21.4	0.2	-8.4	1.2
-4.4	-7.0	0.3	11.4	-0.5	1.7	CCOc1ncccc1C(=O)Nc1cccc(S(=O)(=O)N2CCCCC2)c1	2.5	-0.1	-1.5	7.7
-1.6	-16.9	-4.8	-2.8	-3.6	-0.5	COc1ccc(C2=NN(C(C)=O)C(c3cccs3)C2)cc1OC (stereo unspecified)	-11.9	1.2	-33.8	-4.0
-1.4	2.9	-0.5	13.5	-1.5	-0.2	CC(NS(=O)(=O)c1ccc(OCC(=O)NCc2cccnc2)cc1)c1ccccc1 (stereo unspecified)	1.6	-0.4	-1.7	11.1
-4.6	-13.1	3.6	-2.1	3.0	-4.8	Cc1cccc(N2C(=O)c3cccc4cccc(c34)C2=O)c1	-8.1	-0.2	-4.8	-1.4
3.9	-4.5	-2.3	1.8	0.7	-0.2	CC(=O)Nc1ccc(S(=O)(=O)NCC(=O)OCC(=O)c2ccc[nH]2)cc1	4.2	-0.1	-4.3	-3.7
-5.2	-0.1	8.6	10.7	0.9	6.6	CC(C)(C)c1ccc2c(c1)OCC(C(=O)O)O2 (stereo unspecified)	0.4	0.4	-1.1	1.5
-6.8	-1.9	0.0	-12.2	-0.4	-12.4	CC1(C)Oc2ccc(C(=O)NC3CCCC3)cc2N(CC(=O)NC2CCCCC2)C1=O	-0.9	-0.5	-6.6	-0.5
-1.8	-4.1	2.6	-2.2	-0.2	-16.9	Cn1cnc(S(=O)(=O)N2CCN(c3cccc(C(F)(F)F)c3)CC2)c1	-1.5	0.8	-1.0	1.6
2.9	-0.1	-1.9	8.5	11.0	1.1	CC(C)=CCC/C(C)=C/CNC(=O)C[C@H]1C[C@H](C(=O)N2CCOCC2)[C@@]2(CCC3CCCC3)c3[nH]c4cc(CCC(=O)N(C)C)ccc4c3CCN2C1=O	-0.3	-0.1	-1.5	-4.0
-1.8	-198.1	-3.8	-3.5	5.2	-8.4	Cc1c(NC(=O)CN2C(=O)c3cccc4cccc2c34)c(=O)n(-c2ccccc2)n1C	-158.0	2.6	-16.1	0.5
-11.5	-10.6	3.2	6.1	2.9	-8.9	CCN(CC)S(=O)(=O)c1ccc(N2CCOCC2)c(NC(=O)c2[nH]c(C)c(C(C)=O)c2C)c1	-5.1	0.0	0.7	2.1
-0.4	-9.0	-2.7	-0.5	-3.6	-11.6	S=c1[nH]c2cc(Br)cnc2[nH]1	-1.5	0.8	-2.3	-4.4
3.2	-11.5	-6.9	3.3	7.3	0.2	CCc1noc(C)c1C(=O)Nc1nc(-c2ccccc2)c(C(C)=O)s1	-8.1	0.5	1.4	-1.0
-0.8	4.3	0.6	6.5	-0.2	-4.1	N#C/C(=N\Nc1ccc(Cl)cc1)C(=N)N1CCCCC1	2.5	0.0	1.0	-3.7
2.7	0.9	-6.4	18.4	2.8	5.2	Cn1cnnc1Sc1ccc(C(=O)OCC(=O)Nc2cc(Cl)cc(Cl)c2)cc1[N+](=O)[O-]	2.2	0.2	3.8	-1.7
2.1	-11.0	2.8	1.4	-4.5	-5.7	CCN(CC)CC(O)Cn1c(C)c(-c2ccccc2)c2cc([N+](=O)[O-])ccc21 (stereo unspecified)	-7.7	-1.1	1.5	-0.5
-4.1	0.2	3.9	0.6	-2.7	3.1	Cc1c(NC(=O)CSc2nnc(-c3ccco3)n2-c2ccccc2)c(=O)n(-c2ccccc2)n1C	-0.8	0.1	-3.3	0.9
-4.4	-31.4	-3.2	1.5	2.4	-10.6	O=c1cc(CN2CCc3ccccc32)nc2sccn12	-23.6	-0.2	-11.5	6.7
-0.2	-2.1	-10.3	3.8	-0.1	5.8	O=S(=O)(NCCN1CCCC1)c1ccc(Br)cc1	-1.2	0.2	-1.7	0.0
-2.0	-1.5	13.3	5.8	-1.3	-1.9	O=C1C(Nc2ccccc2)=C(NS(=O)(=O)c2ccccc2)C(=O)c2ccccc21	-2.7	0.8	-7.2	-2.6

# Just MBD2 inh and ARFGAP1 inh, for three of the compounds above:
mol,MBD2 inh,ARFGAP1 inh
Cc1cccc(N2C(=O)c3cccc4cccc(c34)C2=O)c1,-4.6,-2.1
CC(=O)Nc1ccc(S(=O)(=O)NCC(=O)OCC(=O)c2ccc[nH]2)cc1,3.9,1.8
CC(C)(C)c1ccc2c(c1)OCC(C(=O)O)O2 (stereo unspecified),-5.2,10.7

# Continued:
MBD2 inh	PLC-beta3 inh	Tn7 DDE FP	ARFGAP1 inh	UHRF1 binding	ASAP1 GAP inh	mol	PLC-gamma1 inh	proKLK7 act	ADAM17 inh	Tn6 DDE FP
1.8	-2.2	11.8	9.6	-1.4	13.2	Cc1cc(C)nc(N(C#N)CC(=O)c2ccccc2)n1	-3.0	-0.2	-1.4	5.6
10.1	-2.9	5.7	-2.8	3.6	-4.7	CCN1C[C@@H]2[C@@H]3C(=O)N(Cc4ccccc4)C(=O)[C@@H]3[C@](CC)(C(=O)OC)N2C1=NCc1ccccc1	-0.7	-1.0	-7.7	-3.2
1.1	-7.1	-1.7	-1.8	7.8	2.4	CN(CCC1CCCCO1)C(=O)CCc1nnc(Cc2c[nH]c3ccccc23)o1 (stereo unspecified)	-2.9	-0.2	-2.8	-1.3
-4.7	1.8	-0.1	10.3	-0.3	4.9	CNC(=O)NC(=S)NC(=O)c1ccc(OC)cc1	-1.0	0.3	1.2	-0.9
-4.8	-3.4	1.2	-1.2	-2.1	-2.0	Cc1cccc(NC(c2ccc(C)s2)c2ccc3ccc(C)nc3c2O)n1 (stereo unspecified)	-7.3	0.6	3.5	-3.5
